# DT40 TDP1 no CPT – qHTS for Inhibitors of human tyrosyl-DNA phosphodiesterase 1 (TDP1): qHTS in cells in absence of CPT; Potency, µM (series often up to 46.2 µM), without a hit: at the highest dose activity change, negative = growth inhibition, actives largely listed as inhibitors; 15% of 420,000 active; DT40 Tdp1-/- hTDP1 cells, no CPT, ATP luminescence, 48 h; further: nearly all actives have a fitted effect of over 55% in size
#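 Camptothecin absent (DMSO only). Human TDP1-complemented DT40 knockout cells, 400 cells/well, 37 °C for minimum 48 hr; ATP measured via CellTiter-Glo, 30 min dark incubation, luminescence.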
# TDP1 inh – inhibitors of human tyrosyl-DNA phosphodiesterase TDP1 | AID 485290 | recombinant TDP1, AlphaScreen DNA substrate cleavage | 0.28% of 350,000 active | Q9NUW8 | Potency, µM (doses to about 130 µM), inactives show at the top dose activity change, negative = inhibition, hits mostly inhibitors; further: nearly all actives have a fitted effect of over 40% in size
# Target sequence (Q9NUW8 whole entry, looked up): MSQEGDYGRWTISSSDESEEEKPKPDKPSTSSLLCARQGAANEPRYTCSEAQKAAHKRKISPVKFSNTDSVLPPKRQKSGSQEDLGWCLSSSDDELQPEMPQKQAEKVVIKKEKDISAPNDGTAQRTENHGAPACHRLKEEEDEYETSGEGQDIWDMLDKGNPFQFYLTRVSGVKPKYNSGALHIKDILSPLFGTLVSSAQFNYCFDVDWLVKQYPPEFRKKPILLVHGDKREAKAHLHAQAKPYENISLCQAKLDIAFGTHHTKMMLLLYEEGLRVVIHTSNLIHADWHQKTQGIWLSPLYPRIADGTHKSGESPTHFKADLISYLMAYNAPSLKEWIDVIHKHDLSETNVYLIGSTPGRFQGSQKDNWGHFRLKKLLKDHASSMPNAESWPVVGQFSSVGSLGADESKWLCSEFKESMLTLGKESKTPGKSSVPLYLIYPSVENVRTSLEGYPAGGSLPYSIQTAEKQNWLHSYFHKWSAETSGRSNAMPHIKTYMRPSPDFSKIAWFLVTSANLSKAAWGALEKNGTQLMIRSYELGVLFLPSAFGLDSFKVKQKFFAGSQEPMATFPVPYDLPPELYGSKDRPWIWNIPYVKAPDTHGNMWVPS
#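 Compounds were preincubated with Tdp1 (1 nM final) for 15 min at room temperature before substrate (15 nM final) started a 5 min reaction; beads (10 ug/ml final) were then added for 10 min before AlphaScreen detection.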
# DT40 TDP1 CPT – DT40-hTDP1 cell growth loss with CPT; 12% of 420,000 active; Potency, µM (top dose mostly 46.2 µM), for inactives: at the top dose activity change, negative = growth inhibition, usual class: inhibitors; AID 686979; chicken DT40 Tdp1-/-;hTDP1 cells + 20 nM CPT, ATP luminescence, 48 h; further: nearly all actives have a fitted effect of over 55% in size
#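 Chicken DT40 Tdp1-/- cells stably complemented with human TDP1 were seeded at 400 cells/well in medium containing 20 nM camptothecin, exposed to pin-transferred compounds, and grown at 37 °C for at least 48 hr. Viability was read as ATP luminescence.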
# * hit, by the source's call; ? = inconclusive; · = not tested or not shown; & = joins results of further samples; [ ] = remark or other dose. The call rests on the fitted dose curve; in most records, active means well fitted curve in the direction sought with a large enough effect; inconclusive means small, poorly fitted or top-dose-only effect, or another doubt; inactive means no such curve, though single readings can be large; an effect the other way counts as inactive or inconclusive. On the % scale 0 is the no-effect control and ±100 the full control effect; potency means the concentration at half of the fitted maximal effect.
# Below each compound: DT40 TDP1 no CPT	TDP1 inh	DT40 TDP1 CPT
- Nc1nc(SCC(=O)N2CCCCCC2)[nH]c(=O)c1NC(=O)c1ccco1
→ 12.5%	·	5.7%
- COc1ccc(NC(=O)CC2C(=O)N(C)C(=S)N2Cc2ccco2)cc1 (stereo not drawn)
→ -17.5%	0.0%	-15.9%
- O=c1[nH]cc(N=Cc2cc(Cl)cc(Cl)c2O)c(=O)[nH]1
→ -20.3%	0.5%	13.9%
- O=C(CCS(=O)(=O)c1ccccc1)Nc1ccc2c(c1)C(=O)NC2=O
→ -4.3%	7.5%	-9.0%
- CN(C)S(=O)(=O)c1ccc(NC(=O)c2cc(-c3cccs3)nc3ccccc23)cc1
→ 14.6µM*	0.6%	?
- O=C(Nc1nnc(C2=COCCO2)o1)c1cccc(Br)c1
→ ?	4.6%	?
- Nc1nonc1-n1nnc(C(=O)N/N=C/c2ccccc2Cl)c1CSc1ccccc1
→ ?	2.6%	29.7%
- CCOc1ccccc1C(=O)Nc1ccc(-n2nncc2-c2ccccc2)cc1
→ 23.1µM*	5.2%	?
- O=C(c1ccc(Cl)nc1)N1CCN(C/C=C/c2ccccc2)CC1
→ ?	-1.3%	0.9%
- CCOc1ccc(-n2cc(C(=O)c3cc(Cl)ccc3O)cc(C#N)c2=O)cc1
→ -13.4%	2.6%	-6.4%
- CS(=O)(=O)c1ncc(N(Cc2ccco2)Cc2cccs2)c(C(=O)Nc2ccccc2F)n1
→ 20.6µM*	4.7%	?
- C/C(=C\c1ccccc1)C(=O)Nc1nccs1
→ -5.3%	0.0%	0.2%
- CSCCC(NS(=O)(=O)c1ccc2c(c1)Cc1cc(S(=O)(=O)NC(CCSC)C(=O)O)ccc1-2)C(=O)O (stereo not drawn)
→ 1.3%	·	17.5%
- O=C(Cc1ccccc1[N+](=O)[O-])NCCc1ccc(F)cc1
→ -4.2%	·	1.7%
- CC(=O)C1=CCC(c2ccco2)N(S(=O)(=O)c2ccc(C)cc2)C1 (stereo not drawn)
→ ?	·	?
- CC1(C)NC(=O)N(CCOc2ccc([N+](=O)[O-])cc2)C1=O
→ -13.5%	2.6%	1.4%
- O=C(COc1cccc(Cl)c1)N1CCC(c2nc3ccccc3o2)CC1
→ ?	5.7%	?
- Cc1cc2ccccn2c1C(=O)c1ccccc1F
→ ?	-6.1%	?
- CC(=O)c1cccc(NC(=O)N2CCCC2C(=O)NCCC(C)C)c1 (stereo not drawn)
→ -8.6%	1.0%	3.2%
- Cc1cc(Br)ccc1NC(=O)CN(C)C(=O)CCSc1ccc(F)cc1
→ ?	·	?
- COC(=O)CCCCCn1c(-c2ccccc2)cn2c3c(=O)n(C)c(=O)n(C)c3nc12
→ ?	4.5%	-17.5%
- Cc1cccnc1NC(=O)CN1C(=O)c2ccccc2S1(=O)=O
→ 2.4%	1.4%	8.0%
- COC(=O)C1=C(C)NC(=O)/C1=C\c1cc(C)n(-c2cc(C)cc(C)c2)c1C
→ ?	9.8%	?
- CCN(CC)C(=O)c1ccccc1NC(=O)c1cccc(S(=O)(=O)N(CC)CC)c1
→ -10.2%	1.3%	-16.2%
- C=CCNC(=O)C12CCC(C)(C(=O)[C@H]1Br)C2(C)C (stereo partly drawn)
→ 0.1%	·	35.9%[activator]
- COc1ccc(/C=C/C(=O)N(C)C2CCCCC2)cc1Br
→ ?	3.6%	?
- COc1ccc(CC(=O)Nc2cc(Cl)ccc2N2CCCC2)cc1
→ ?	2.0%	?
- COc1ccc(-c2nnn3c2nc(NCc2ccccc2)c2ccccc23)cc1
→ 15.8%&2.3%	2.5%&3.8%	-18.6%&-4.2%
- Cc1cc(C(=O)COC(=O)c2cc(Cl)ccc2N)c(C)n1Cc1ccco1
→ -28.3%	-3.2%	5.4%
- O=C(CN1C(=O)c2cccnc2Oc2ccc(Cl)cc21)NCCc1ccccc1
→ ?	5.8%&5.0%	?
- Cc1cc(Nc2ccc(F)cc2F)n2nc(C)nc2n1
→ -7.0%	2.6%	3.4%
- Cc1ccc(-c2cc(C(=O)N3CCN(c4ccc(F)cc4)CC3)c3ccccc3n2)o1
→ 29.1µM*	-2.0%	?
- CC(=O)Nc1ccc(NC(=O)C(C)OC(=O)c2cc(S(=O)(=O)N3CCOCC3)ccc2Cl)cc1 (stereo not drawn)
→ -17.9%	-8.0%[0.505 µM]	-14.3%
- COC(=O)c1sccc1-n1cc2c(c1-c1ccccc1)c(=O)n(C)c(=O)n2C
→ 20.6µM*	·	?
- COc1ccccc1CNC(=O)C1CCCN(S(=O)(=O)c2ccc3c(c2)C(C)(C)C(=O)N3C)C1 (stereo not drawn)
→ 14.6µM*	·	?
- COc1ccc(C(=O)N2CCCC(C(=O)c3ccccc3OC)C2)cc1OC (stereo not drawn)
→ 15.4%	-0.5%	3.4%
- O=C(NCCc1ccc(Cl)cc1)c1ccc2c(c1)OCCO2
→ ?	·	-23.2%
- COc1ccc(CN(C)C[C@@H]2OCCCC[C@@H](C)Oc3ccc(N(C)C)cc3C(=O)N([C@H](C)CO)C[C@@H]2C)cc1
→ ?	·	2.6%
- COc1ccc(OC)c(S(=O)(=O)NCCC2=CCCCC2)c1
→ ?	7.4%	-26.0%
- Cc1cccc(/C(N)=N/OC(=O)c2ccccc2Cl)c1
→ -18.2%	-8.2%	-18.6%
- Cc1ccc(N=Cc2ccccc2O)cc1Cl
→ 8.9%	·	3.1%
- O=C1C2CCCCC2C(=O)N1c1ccc(NC2CCN(Cc3ccccc3)CC2)c([N+](=O)[O-])c1 (stereo not drawn)
→ ?	9.5%	?
- CCOC(=O)c1cc2c(=O)n3ccccc3nc2n(CC2CCCO2)c1=NC(=O)c1ccc(OC)cc1OC (stereo not drawn)
→ 16.4µM*	-2.9%	?
- O=C(Nc1ccccc1F)c1ccc2sc([C@@H]3O[C@H](CO)[C@H](O)[C@H](O)[C@H]3O)nc2c1
→ -7.1%	·	-0.4%
- COC(=O)c1ccc(C2Nc3ccccc3NC3=C2C(=O)CC(C)(C)C3)cc1 (stereo not drawn)
→ -19.2%	2.7%	-9.7%
- Cc1ccc(NC(=S)N(CCCN(C)C)Cc2cc3cc4c(cc3[nH]c2=O)OCO4)c(C)c1
→ -5.8%	4.8%	21.3%
- O=C(Nc1cc2c3c(c1)CC(=O)N3CCC2)c1ccccc1C(F)(F)F
→ ?	-0.7%	-16.1%
- O=C(Nc1ncc(C(F)(F)F)cc1Cl)c1ccc(S(=O)(=O)N2CCOCC2)cc1
→ -4.1%	0.0%	-22.5%
- C[C@@]12C(=O)N(c3cccc(Cl)c3)C(=O)N1[C@@H]1c3ccccc3OC[C@@H]1[C@H]2c1ccccc1
→ ?	-0.2%	?
- Cc1c(C=O)c2ccccn2c1C(=O)c1ccccc1
→ ?	-4.0%	-24.6%

# The list continues.
# Below each compound: DT40 TDP1 no CPT	TDP1 inh	DT40 TDP1 CPT
- O=c1cc2c(nn1Cc1cccc([N+](=O)[O-])c1)-c1ccccc1CC2
→ -21.4%	4.3%	-21.4%
- O=C(Nc1ccccc1Sc1ccccc1)C1CCCO1 (stereo not drawn)
→ -17.3%	-3.1%	-0.5%
- O=C(N/N=C/c1coc2ccccc2c1=O)c1ccc(Cl)cc1
→ -16.5%	2.7%	-21.3%
- CC(C)C(NC(=O)c1ccccc1)C(=O)NC1CCCc2ccccc21 (stereo not drawn)
→ -16.6%	-0.5%[56.1 µM]	-23.0%
- COc1ccc(C(=O)N2CCOC2CNC(=O)C(=O)NCc2ccccc2Cl)cc1 (stereo not drawn)
→ -6.7%	0.8%	-5.4%
- COc1ccc(CNC(=O)Cc2c(C)c3c(O)cc(C)cc3oc2=O)cc1
→ -11.9%	2.5%	-25.2%
- CC(=O)NC(Cc1ccc(Cl)cc1)C(=O)NCC(N)C(=O)c1ccccc1 (stereo not drawn)
→ ?	·	15.8µM*
- Cc1ccc(-n2c(Cc3ccccc3)n[nH]c2=S)c(C)c1
→ -13.8%	5.1%	18.2%
- CN(Cc1c(C(=O)N/N=C/c2c(F)cccc2Cl)nnn1-c1nonc1N)C1CCCCC1
→ -3.4%	·	-6.8%
- Cc1nc(-c2ccccc2)sc1C(=O)CSc1ccc(Cl)cc1
→ ?	-2.8%	-21.9%

# Quoted at random: seven compounds from above
# Below each compound: DT40 TDP1 no CPT	TDP1 inh	DT40 TDP1 CPT
- COc1ccc(CNC(=O)Cc2c(C)c3c(O)cc(C)cc3oc2=O)cc1
→ -11.9%	2.5%	-25.2%
- O=c1cc2c(nn1Cc1cccc([N+](=O)[O-])c1)-c1ccccc1CC2
→ -21.4%	4.3%	-21.4%
- CN(Cc1c(C(=O)N/N=C/c2c(F)cccc2Cl)nnn1-c1nonc1N)C1CCCCC1
→ -3.4%	·	-6.8%
- O=C(N/N=C/c1coc2ccccc2c1=O)c1ccc(Cl)cc1
→ -16.5%	2.7%	-21.3%
- Cc1ccc(-n2c(Cc3ccccc3)n[nH]c2=S)c(C)c1
→ -13.8%	5.1%	18.2%
- Cc1nc(-c2ccccc2)sc1C(=O)CSc1ccc(Cl)cc1
→ ?	-2.8%	-21.9%
- O=C(Nc1ccccc1Sc1ccccc1)C1CCCO1 (stereo not drawn)
→ -17.3%	-3.1%	-0.5%

# New compounds follow
# Below each compound: DT40 TDP1 no CPT	TDP1 inh	DT40 TDP1 CPT
- CC(=O)Nc1ccccc1OC(C)C(=O)N1CCC(C)CC1 (stereo not drawn)
→ ?	0.0%	-10.5%
- C[C@H]1CN(CCc2ccccc2)C(=O)[C@@H]1CC(=O)Nc1ccc(Br)cc1
→ -9.7%	·	-13.7%
- CC1CCN(c2c(NCc3ccc(C(=O)N(C)C4CCCCC4)cc3)c(=O)c2=O)CC1
→ -20.8%	·	?
- CC1CN(C(=O)CCC(=O)NCc2cccs2)c2cc(Cl)ccc2O1 (stereo not drawn)
→ -13.3%	8.6%	?
- NC(=O)c1c(NC(=O)CSc2nnc(-c3ccccc3)n2CC2CCCO2)sc2c1CCC2 (stereo not drawn)
→ ?	8.2%	?
- Nc1nc2c(s1)C(=O)CCC2
→ 4.4%	6.2%	3.3%
- COc1ccc(CC(=O)NCC(=O)N/N=C/c2ccc(C)o2)cc1
→ -1.0%	-2.3%	8.6%
- CN(C)N1C(N)=C(C#N)C(c2ccc(Br)cc2)C2=C1CC(C)(C)CC2=O (stereo not drawn)
→ 0.9%	·	-4.5%
- CCn1c(COc2cccc(OC)c2)nnc1SCC(=O)Nc1cccc(OC)c1
→ -11.7%	2.4%	-12.7%
- CCCN(CC(=O)Nc1ccccc1OC)C(=O)CSC(=S)N1CCCC1
→ -2.6%	1.1%	?
- Cc1ccc(Cc2c(C)nc3nc(SCC(=O)NCCC(C)C)nn3c2C)cc1
→ 23.1µM*	5.9%	?
- CCOC(=O)c1c(NC(=O)CSc2nnc3c(n2)[nH]c2ccccc23)sc2c1CCN(C)C2
→ ?	·	?
- C[C@]12c3[nH]c4ccc(Cl)cc4c3CCN1C(=O)[C@@H](CC(=O)NCCc1ccccn1)C[C@@H]2C(=O)N1CCCCC1
→ 25.9µM*	0.2%[56.1 µM]	?
- O=C(/C=C/c1ccc2ccccc2n1)N1CCN(S(=O)(=O)c2ccccc2F)CC1
→ 18.4µM*	1.4%	23.1µM*
- Cc1ccc(OCC(=O)Nc2cccc(-c3nnc(-c4ccccc4)o3)c2)c(C)c1
→ 11.6µM*	-7.5%	11.6µM*
- CC(=O)C(Sc1ccc2nnc(-c3ccc(C)cc3)n2n1)C(C)=O
→ 20.6µM*	2.1%	11.6µM*
- Cc1cc(-c2nn(-c3ccccc3F)cc2CN2CCCC(C(N)=O)C2)c(C)s1 (stereo not drawn)
→ -18.6%	2.4%	-0.3%
- O=C(NCCN1C(=O)C2C3C=CC(C3)C2C1=O)N1CCOCC1 (stereo not drawn)
→ -19.7%	-2.6%	0.7%
- O=C(O)c1nc(-c2ccccc2)n(-c2ccccc2)n1
→ -32.0%	0.0%	2.1%
- O=C(Nc1cccc(S(=O)(=O)NC2=NCCCCC2)c1)c1cc(-c2ccco2)nc2ccccc12
→ 9.2µM*	·	?
- COc1ccc(-c2nc(C(F)(F)F)c(OC)o2)cc1OC
→ ?	2.7%	?
- CCOC(=O)C1=C(COC(=O)/C=C/c2ccc(F)cc2)NC(=O)NC1C (stereo not drawn)
→ -24.8%	·	-28.1%
- COc1ccc(/C=N/N2CCN(c3ccccc3)CC2)cc1Br
→ 17.2%	·	-19.2%
- COC(=O)Nc1nnc(SCc2ccc(C)cc2)s1
→ -11.1%	3.2%	-27.2%
- Cc1cccc(NC(=O)C2CCC(CNS(=O)(=O)c3ccc(Br)s3)CC2)c1 (stereo not drawn)
→ 16.4µM*	2.5%	25.9µM*
- O=C1c2ccccc2C(=O)N1c1ccc2ncccc2c1
→ -0.6%	-13.6%&-4.4%	0.0%
- CCCc1c(C)nn(-c2ncccc2[N+](=O)[O-])c1C
→ -1.4%	0.0%	-5.1%

# High-throughput results: PubChem BioAssay, National Center for Advancing Translational Sciences (NCATS)
